Screens deposited in PubChem by several laboratories.
MEX-5 binding – C. elegans MEX-5 TCR-2 RNA binding activity. Q9XUB2. MEX-5/FITC-TCR2 RNA binding, fluorescence polarization; hits give low values. activity score (negative = inhibition of binding), % at 10 µM. actives 0.38% (n = 300,000);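 active means inhibition past about -25% in most replicates, and total fluorescence under double the plate's negative control median, limit read from the data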;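 further: 0% = DMSO and -100% = 5 µM competing unlabeled TCR2 RNA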
PAD4 inh – inhibitors of human PAD4; inhibition, % at 6.36 µM; AID 485272; recombinant PAD4, RCA probe fluorescence polarization; actives 0.41% (n = 330,000);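 active means percent inhibition above a cutoff equal to the mean of all tested compounds plus 3 SD, cut at about 15% in these data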;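 further: 0% = PAD4 with RCA probe and DMSO and 100% = probe without PAD4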
Target sequence (Q9UM07 whole entry, looked up): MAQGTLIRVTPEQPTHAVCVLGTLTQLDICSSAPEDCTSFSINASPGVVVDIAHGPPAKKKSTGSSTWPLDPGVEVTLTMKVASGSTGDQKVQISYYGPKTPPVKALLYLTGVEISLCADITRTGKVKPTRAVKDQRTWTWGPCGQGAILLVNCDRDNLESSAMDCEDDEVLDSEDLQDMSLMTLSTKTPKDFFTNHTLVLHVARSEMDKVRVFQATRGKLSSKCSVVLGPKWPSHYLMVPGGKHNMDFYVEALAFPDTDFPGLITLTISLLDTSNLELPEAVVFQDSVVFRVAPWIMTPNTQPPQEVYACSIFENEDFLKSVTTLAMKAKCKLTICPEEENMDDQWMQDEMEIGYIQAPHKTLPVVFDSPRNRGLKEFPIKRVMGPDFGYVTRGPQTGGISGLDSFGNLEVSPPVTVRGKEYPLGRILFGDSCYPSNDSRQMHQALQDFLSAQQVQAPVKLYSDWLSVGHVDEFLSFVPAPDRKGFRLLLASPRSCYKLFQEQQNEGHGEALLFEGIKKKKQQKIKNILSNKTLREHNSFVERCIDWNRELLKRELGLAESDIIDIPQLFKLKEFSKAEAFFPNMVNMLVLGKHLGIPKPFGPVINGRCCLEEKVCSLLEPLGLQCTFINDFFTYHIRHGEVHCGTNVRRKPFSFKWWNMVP
BCLXL inh – inhibitors of human Bcl-xL. Q07817. GST-Bcl-xL / FITC-Bim BH3 peptide fluorescence polarization. inhibition, % at 10.9 µM. actives 0.7% (n = 320,000);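 active means inhibition above the mean of all tested compounds plus 3 SD, cutoff set per campaign, cut at about 30% in these data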;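 further: 0% = DMSO wells and 100% = unlabeled Bim-BH3 peptide competitor; inhibitors lower millipolarization by displacing the labeled peptide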
Fam108B counter – blocks mouse Fam108B hydrolase in RBBP9 counter-screen | recombinant Fam108B, FP-Rh probe fluorescence polarization | inhibition, % at 9.51 µM | actives 0.33% (n = 300,000) | AID 1947;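 active means inhibition above the screen mean inhibition plus 3 SD, computed separately per campaign, cut at about 18% in these data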;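 further: inhibitors lower polarization as less probe binds the enzyme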
GSTO1 inh – blocks human GSTO1 in RBBP9 counter-screen; inhibition, % at 5.96 µM; actives 1.1% (n = 300,000); recombinant GSTO1, activity-based probe fluorescence polarization; AID 1974; P78417;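 active means inhibition above the campaign mean inhibition plus 3 SD, cut at about 35% in these data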;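 further: 0% = GSTO1-1 with DMSO and 100% = wells lacking GSTO1-1 enzyme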
PME-1 inh – blocks human protein phosphatase methylesterase 1 | Q9Y570 | recombinant PME-1, FP-Rh probe fluorescence polarization | inhibition, % at 5.9 µM | actives 0.53% (n = 320,000);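 active means inhibition above the campaign mean of all compounds plus 3 SD, cut at about 26% in these data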;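 further: competitive labeling of PME-1 active site by serine hydrolase directed probe; 0% = PME-1 with DMSO and 100% = wells lacking PME-1 enzyme; inhibitors block probe labeling so polarization falls and inhibition rises; many of its hits are not listed in these tables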
Target sequence (Q9Y570 whole entry, looked up): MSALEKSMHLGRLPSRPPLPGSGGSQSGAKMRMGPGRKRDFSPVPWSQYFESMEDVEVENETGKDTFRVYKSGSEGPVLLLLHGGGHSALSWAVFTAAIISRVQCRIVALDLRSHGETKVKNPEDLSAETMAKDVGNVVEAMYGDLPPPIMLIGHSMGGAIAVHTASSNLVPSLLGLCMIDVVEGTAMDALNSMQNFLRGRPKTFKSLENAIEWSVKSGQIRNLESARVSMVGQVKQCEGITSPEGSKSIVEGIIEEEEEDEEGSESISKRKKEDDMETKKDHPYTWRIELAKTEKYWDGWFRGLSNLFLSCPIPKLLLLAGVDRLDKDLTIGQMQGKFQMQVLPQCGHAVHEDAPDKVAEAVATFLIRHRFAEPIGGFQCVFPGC
TPT1 inhibitor – inhibitors of Candida albicans tRNA 2'-phosphotransferase TPT1; recombinant caTPT1, FP RNA substrate dephosphorylation; inhibition, % at 5 µM; actives 0.81% (n = 300,000); AID 1962;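 active means inhibition above the mean of all tested compounds plus 3 SD, set per screening campaign, cut at about 24% in these data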;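 further: plate controls were DMSO alone for no effect and ferristatin control at 100 nM for full effect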
GLD-1 RNA inh – GLD-1-TGE RNA interaction inhibition (C. elegans). Q17339. purified GLD-1 + fluorescein TGE RNA, fluorescence polarization. inhibition, % at 5.96 µM. actives 0.44% (n = 320,000);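 active means percent inhibition above a per-plate cutoff, the plate mean of test compounds plus 3 SD, cut at about 30% in these data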;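 further: 0% = DMSO wells with GLD-1 and probe and 100% = wells lacking GLD-1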
MCL1 BIM primary – inhibitors of human MCL1 binding to BIM-BH3 peptide; Q07820; GST-MCL1 / FITC-Bim-BH3 fluorescence polarization; inhibition, % at 10.9 µM; actives 0.68% (n = 320,000); AID 2057;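 active means inhibition above the mean inhibition of all tested compounds plus 3 SD, set per campaign, cut at about 40% in these data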;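 further: 0% = DMSO wells and 100% = unlabeled Bim-BH3 peptide control; higher means more loss of mP so more displacement of Bim peptide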
Active calls of the source: *; nt = not tested or not shown. An excerpt; the hit share may differ from the screen's.

1: CCOc1ccc(OCC)c(NC(=O)CN2CCN(c3cc(C)ccc3C)CC2)c1
2: O=C(NC1CCCc2ccccc21)c1ccc(S(=O)(=O)N2CCOCC2)cc1 (stereo not drawn)
3: CC1CCCCN1Cc1c(C#N)c2ccccc2n1C (stereo not drawn)
4: O=C(NC(=S)Nc1c(Cl)ccc2nsnc12)c1ccco1
5: COc1nc(OC)nc(N2CCC(C(=O)Nc3cccc4c3CCCC4)CC2)n1
6: CCN(Cc1nc(-c2ccccc2)no1)C(=O)c1ccc2c(c1)OCO2
7: COCCNc1nc2c(c(=O)n(Cc3cccc(Br)c3)c(=O)n2C)n1C
8: O=C(c1csc2c1CCCC2)N1CCN(c2ncccn2)CC1
assay / compound	1	2	3	4	5	6	7	8
MEX-5 binding	-0.7	-0.5	1.1	-0.3	-1.1	-1.0	0.1	1.8
PAD4 inh	0	-3	-5	5	0	-8	-1	-4
BCLXL inh	-1	11	0	14	-1	-1	4	0
Fam108B counter	9	-3	-3	3	0	8	6	4
GSTO1 inh	-1	5	-13	4	3	2	1	-3
PME-1 inh	-4	-4	-4	3	-4	3	5	-5
TPT1 inhibitor	0	0	5	0	1	2	0	0
GLD-1 RNA inh	4	3	-8	0	9	13	4	1
MCL1 BIM primary	7	2	2	18	2	-2	26	2

9: CN(CC(=O)Nc1ccccc1Br)C(=O)CN1CCN(c2ccccc2Cl)CC1
10: COc1cccc(C2C(C(=O)c3ccco3)=C(O)C(=O)N2CCN(C)C)c1OC (stereo not drawn)
11: CC(C)NC(=O)CCS(=O)(=O)c1ccc(Br)s1
12: CCN(CC)CCN1C(=O)c2ccccc2NC1c1ccccc1F (stereo not drawn)
13: CC(=O)Nc1ccccc1NC(=O)c1cc(C)ccc1C
14: CC(C)Cn1c(-c2csc3c2CCCC3)n[nH]c1=S
15: Cc1c(C(=O)c2ccccc2)c2ccccn2c1CCC#N
16: O=C(O)/C=C/C(=O)Nc1cccc2cccnc12
assay / compound	9	10	11	12	13	14	15	16
MEX-5 binding	nt	-1.7	-2.5	-1.5	2.1	nt	1.1	1.1
PAD4 inh	-6	-8	-2	2	-3	1	0	4
BCLXL inh	2	-1	4	2	-3	-14	-1	13
Fam108B counter	nt	-2	2	0	1	0	0	1
GSTO1 inh	nt	-2	-2	0	-9	2	17	5
PME-1 inh	-6	1	2	0	-1	1	0	-3
TPT1 inhibitor	nt	1	1	-2	-2	-4	2	-4
GLD-1 RNA inh	3	0	5	2	2	0	2	9
MCL1 BIM primary	-3	1	3	2	0	-15	-6	8

17: COc1ccc(NC(=O)Cc2nnc(SCC(=O)Nc3ccccc3)n2C)cc1
18: O=C(CN1C(=O)C2CCCCC2C1=O)Nc1cccc([N+](=O)[O-])c1 (stereo not drawn)
19: [2H]C(CCOS(N)(=O)=O)c1ccccc1 (stereo not drawn)
20: COC(=O)c1sccc1NC(=O)Nc1ccc(F)cc1
21: COC(=O)[C@@H]1CCCN1Cc1nc(Cc2ccc(OC)c(OC)c2)no1
22: Cc1ccc2nc(NCc3ccco3)c(C=NCc3ccco3)c(=O)n2c1
23: Cc1cc(C(F)(F)F)n(-c2nc(C(=O)Nc3cccnc3)cs2)n1
24: CCn1c(O)c(N=NC(=O)Cn2ccc(C(F)(F)F)n2)c2ccccc21
assay / compound	17	18	19	20	21	22	23	24
MEX-5 binding	1.0	0.6	-2.5	0.8	3.5	-4.1	-0.6	-0.5
PAD4 inh	1	-5	-2	-3	-3	-4	-3	-2
BCLXL inh	3	-9	2	3	0	22	5	2
Fam108B counter	0	2	-3	-2	1	2	-6	1
GSTO1 inh	1	-6	10	6	11	1	4	-4
PME-1 inh	0	-2	6	1	9	3	-2	-4
TPT1 inhibitor	-1	0	-3	-5	-1	-1	-1	-2
GLD-1 RNA inh	-3	-1	-7	-2	2	8	7	-3
MCL1 BIM primary	3	-8	2	0	2	26	4	2

25: COC(C(=O)Nc1ccc(Br)cc1F)c1ccccc1 (stereo not drawn)
26: CCOC(=O)c1cccc(-n2c(C)nc3ccccc3c2=O)c1
27: Cn1c(-c2ccccc2)cc2ccccc21
28: Cc1cc(C(=O)COC(=O)c2cc(Cl)c(O)c(Cl)c2)c(C)n1C
29: Cc1cc(C)cc(OCC(=O)NCc2nc(-c3ccccc3)no2)c1
30: O=C(N/N=C/C(Br)=C/c1ccccc1)NC1CCCCC1
31: Cc1ccc(CSc2nc3ccncc3[nH]2)cc1
32: CC#CCCCC(=O)Nc1ccccc1C(=O)O
assay / compound	25	26	27	28	29	30	31	32
MEX-5 binding	1.6	3.5	-1.6	nt	0.6	3.0	1.9	-0.7
PAD4 inh	-4	1	1	2	-3	3	-3	-7
BCLXL inh	-1	3	4	15	0	1	2	3
Fam108B counter	-4	1	0	nt	-3	-3	3	-2
GSTO1 inh	5	7	-1	nt	-3	0	-1	-5
PME-1 inh	-1	-2	7	-1	0	1	-2	-3
TPT1 inhibitor	2	0	-3	nt	0	-3	1	3
GLD-1 RNA inh	0	1	1	2	-1	4	5	0
MCL1 BIM primary	-6	5	-4	26	0	3	4	4

33: Cc1cc(C)c(C(=O)/C=C/c2ccco2)c(=O)[nH]1
34: O=C(CSc1nnc(-c2cccs2)n1Cc1ccco1)c1ccc2c(c1)OCO2
35: Cc1nc(N2CCOCC2)nc2c1CCCC2
36: CCCC(=O)N1c2ccc(-c3csc(N)n3)cc2CC1C (stereo not drawn)
37: O=C(CCN1CCCCC1)Nc1cccc(Br)c1
38: CCOC(=O)C1(Cc2ccccc2)CCN(Cc2cnc(N3CCOCC3)s2)CC1
39: Clc1ccc(Oc2nnnn2-c2ccccc2)cc1
40: CCOC(=O)C(=N/O)/C(C)=N/NC(=O)C(=O)Nc1ccc(Cl)cc1
assay / compound	33	34	35	36	37	38	39	40
MEX-5 binding	-5.7	-0.5	-0.7	0.3	1.4	0.1	-2.1	-0.1
PAD4 inh	-4	-3	-4	0	-7	0	0	0
BCLXL inh	14	-4	0	3	5	5	3	6
Fam108B counter	0	1	7	-2	2	1	1	-1
GSTO1 inh	12	0	5	-11	3	3	-2	27
PME-1 inh	1	-2	2	2	-5	0	-2	-2
TPT1 inhibitor	0	-4	2	-4	-1	3	-4	-2
GLD-1 RNA inh	4	1	1	4	3	2	9	3
MCL1 BIM primary	11	-1	5	3	6	2	10	5

41: Cc1cc(C(=O)COC(=O)COc2ccc(C#N)cc2)c(C)n1C1CC1
42: CN(C)S(=O)(=O)c1cccc2c1C(=O)c1ccccc1C2=O
43: Cc1ccc2c(c1)N(C(C)C(=O)NCc1cccs1)C(=O)CO2 (stereo not drawn)
44: Cc1c(C=Nc2ccc(S(=O)(=O)CCO)cc2)c(O)[nH]c(=O)c1C#N
45: CC1CC(C)CN(C(=O)COC(=O)CNS(=O)(=O)/C=C/c2ccccc2)C1 (stereo not drawn)
46: c1ccc(Cn2nnnc2C(c2ccccn2)N2CCOCC2)cc1 (stereo not drawn)
47: CCOC(=O)Cn1nc(C)c(NC(=O)COc2ccccc2[N+](=O)[O-])c1C
48: Cc1ccc(N(C(=O)CNC(=O)c2ccco2)C(C(=O)NC2CCCCC2)c2cccnc2)cc1C (stereo not drawn)
assay / compound	41	42	43	44	45	46	47	48
MEX-5 binding	-0.1	-2.9	2.0	-2.2	1.0	2.4	-0.7	1.3
PAD4 inh	-6	5	-1	-4	-6	-1	-3	-3
BCLXL inh	-7	18	2	14	3	4	5	5
Fam108B counter	0	1	3	3	5	-1	-1	0
GSTO1 inh	8	8	0	-3	9	-3	-3	3
PME-1 inh	4	6	4	-3	7	3	1	1
TPT1 inhibitor	0	-2	1	1	-4	-2	-1	0
GLD-1 RNA inh	-13	-8	-3	7	-7	0	-2	1
MCL1 BIM primary	0	8	4	14	-1	10	6	3

49: Cc1ccc(N2CC(C(=O)Nc3ccc(C)c(S(=O)(=O)N(C)C)c3)CC2=O)cc1 (stereo not drawn)
50: CN(CCOc1ccccc1)C(=O)C1CCC(=O)N(CCN2CCOCC2)C1 (stereo not drawn)
51: CSc1ccccc1NC(=O)C1C2CCC(C2)C1C(=O)O (stereo not drawn)
52: ClCc1csc(-c2ccc(Cl)cc2)n1
53: CCCc1cc2c(=O)c(-c3ccc4c(c3)OCCO4)c(C)oc2cc1OS(C)(=O)=O
54: N#Cc1ccc(/C=N/NC(=O)CCc2ccc(S(=O)(=O)N3CCOCC3)cc2)cc1
55: COCCn1c(=NC(=O)c2ccccc2[N+](=O)[O-])sc2cc(S(C)(=O)=O)ccc21
56: CCn1c(SCC(=O)NCc2ccc3c(c2)OCO3)nc2c(c1=O)SCC2
assay / compound	49	50	51	52	53	54	55	56
MEX-5 binding	2.1	0.0	-1.9	0.9	6.4	0.5	-2.4	0.9
PAD4 inh	0	-2	1	-1	-8	4	3	-3
BCLXL inh	2	-3	6	2	-2	2	4	2
Fam108B counter	2	-3	-1	3	-7	-2	0	-5
GSTO1 inh	5	4	0	91*	34	3	-3	-2
PME-1 inh	3	4	-3	-1	-1	0	1	6
TPT1 inhibitor	1	0	-4	4	0	-1	1	-1
GLD-1 RNA inh	4	10	6	0	6	2	6	4
MCL1 BIM primary	4	4	0	8	-2	1	0	2

Profiles from above. Screens in order: MEX-5 binding, PAD4 inh, BCLXL inh, Fam108B counter, GSTO1 inh, PME-1 inh, TPT1 inhibitor, GLD-1 RNA inh, MCL1 BIM primary
Listed for `CCn1c(SCC(=O)NCc2ccc3c(c2)OCO3)nc2c(c1=O)SCC2` = 0.9, -3, 2, -5, -2, 6, -1, 4, 2
Listed for `Cc1ccc(N2CC(C(=O)Nc3ccc(C)c(S(=O)(=O)N(C)C)c3)CC2=O)cc1` (stereo not drawn) = 2.1, 0, 2, 2, 5, 3, 1, 4, 4
Listed for `CCCc1cc2c(=O)c(-c3ccc4c(c3)OCCO4)c(C)oc2cc1OS(C)(=O)=O` = 6.4, -8, -2, -7, 34, -1, 0, 6, -2
Listed for `COCCn1c(=NC(=O)c2ccccc2[N+](=O)[O-])sc2cc(S(C)(=O)=O)ccc21` = -2.4, 3, 4, 0, -3, 1, 1, 6, 0
Listed for `N#Cc1ccc(/C=N/NC(=O)CCc2ccc(S(=O)(=O)N3CCOCC3)cc2)cc1` = 0.5, 4, 2, -2, 3, 0, -1, 2, 1

Next records.
57: O=C1C=C(c2ccccc2Oc2ccccc2)C[C@@H](c2ccc3c(c2)OCO3)C1
58: Cn1c(=O)c([N+](=O)[O-])c(-n2ccnc2)c2ccccc21
59: Cn1c(-c2ccncc2)nc2ccccc21
60: CN(CC(=O)Nc1ccccc1Br)C(=O)CNC(=O)c1ccc(Oc2ccccc2)cc1
61: CSc1ccccc1NC(=O)CN(Cc1ccc(Cl)cc1)S(C)(=O)=O
62: CC(C)CC(NC(=O)C1CCC(=O)N1)C(=O)NC(CC(C)C)C(=O)N1CCCC1C(N)=O (stereo not drawn)
assay / compound	57	58	59	60	61	62
MEX-5 binding	nt	-2.5	0.4	-3.4	-0.3	0.3
PAD4 inh	1	-4	-2	0	4	-5
BCLXL inh	3	7	5	2	-1	7
Fam108B counter	nt	1	3	-3	-3	0
GSTO1 inh	nt	-3	4	6	0	1
PME-1 inh	-6	1	0	-3	-1	1
TPT1 inhibitor	nt	-3	-4	-1	0	-1
GLD-1 RNA inh	5	4	6	4	8	6
MCL1 BIM primary	-3	10	-1	3	-3	16
